Compound activity (PubChem)
SKBR3 24h inh: SK-BR-3 proliferation inhibitors. SK-BR-3 viability, CellTiter-Glo ATP luminescence, 24 h; active compounds read low. viability, % at 10 µM. actives 0.47% (n = 41,000);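 active means viability at or below the median of all test compounds minus 3 SD, in both replicates if run twice, cut at about 45% in these data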;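 further: 100% = median untreated cell wells and 0% = median positive control drug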
* = called active by the depositor. Some of the compounds tested, so the mix of outcomes need not match the whole.

Structure | SKBR3 24h inh
Cc1cc2c(=O)n(Cc3ccco3)c(SCC(=O)N3CCCc4ccccc43)nc2s1 | 88
COc1ccc2nc(SCC(N)=O)cc(C)c2c1 | 98
O=C(CCc1ccccc1)Nc1nc2n(n1)C(c1ccccc1)CC(=O)N2 (configuration not stated) | 77
CC1(C2(O)CC(c3ccccc3)ON2)CCCCC1 (configuration not stated) | 92
COc1ccc(C/C(N)=N/n2cnnc2)cc1Cl | 81
CC1(C)CC(CCC(=O)Nc2ccc(S(N)(=O)=O)cc2)C(=O)O1 (configuration not stated) | 102
NC(=O)c1ccc(-n2nnnc2Oc2ccccc2)cc1 | 122
COC(=O)c1cccc(C(=O)Nc2ccc(C)cc2)n1 | 88
COc1cccc(NC(=O)c2nc3ncccn3n2)c1 | 84
O=c1ccc2cc(S(=O)(=O)N3CCOCC3)ccc2o1 | 96
O=C(O)c1ccc(S(=O)(=O)N2CCC(c3nc(-c4ccccc4Cl)no3)CC2)cc1 | 104
Cc1ccccc1NC(=O)N1CCCC(c2nc(-c3ccc(F)cc3)no2)C1 (configuration not stated) | 85
CCCc1nn(C)c2c1C(c1cccnc1)C(C#N)=C(N)O2 (configuration not stated) | 86
CCC(=O)Nc1cc2c(cc1C(=O)c1ccccc1)OCCO2 | 85
CCC(c1nnnn1C(C)(C)C)N(CCOC)Cc1cc2cccc(C)c2n2nnnc12 (configuration not stated) | 98
O=C(O)Cc1ccc(NC(=O)C2CCCCC2C(=O)O)cc1 (configuration not stated) | 80
CCCOc1ccc(C(=O)C(c2ccccc2)N2CCOCC2)cc1 (configuration not stated) | 93
CSc1ccccc1NC(=O)C1CCCO1 (configuration not stated) | 80
CCn1cc(C(=O)NCc2ccc(OC)cc2OC)c(=O)c2ccc(C)nc21 | 76
COc1ccc(-n2c(COc3ccc(C)cc3)nnc2SCC(N)=O)cc1 | 83
O=C(NCc1ccco1)c1ccc2snnc2c1 | 91
CCCn1c2c(c(O)c(C(=O)NC)c1=O)CCCC2 | 88
Cc1ccc(NC(=O)c2noc3c2CCCCC3)cc1C | 95
CCOc1ccccc1NC(=O)Cn1c(C)cc(COC)c(C#N)c1=O | 111
O=C(Cn1cnc2ccccc2c1=O)NCCC(=O)Nc1ccc2c(c1)OCCO2 | 102
Cc1c(NC(=O)C2CC(c3c(F)cccc3Cl)=NO2)c(=O)n(-c2ccccc2)n1C (configuration not stated) | 90
O=C(O)COc1ccc(-c2nnn(CC(=O)O)n2)cc1 | 93
O=C(CSCc1ccccc1)NC1CCSC1=O (configuration not stated) | 106
CCOCCn1c(N(C)Cc2ccccc2)nc2c1c(=O)[nH]c(=O)n2C | 64
O=C(NCCO)c1ccc2[nH]c3c(c2c1)CCCC3 | 89
COc1cccc(C2CC(c3ccccc3Cl)Nc3ncnn32)c1 (configuration not stated) | 107
CCOCCn1c(SCc2c(F)cccc2Cl)nc2c1c(=O)[nH]c(=O)n2C | 98
CC1(C)Cc2c(C#N)c(N3CCN(C(=O)c4ccco4)CC3)nc(-c3ccco3)c2CS1 | 85
CSc1ccc(C2C(C#N)=C(N)Oc3c2ccc(=O)c2c(C)oc(C)c32)cc1 (configuration not stated) | 91
COC(=O)c1cn(NC(=O)C2CCCO2)c(=O)c2ccccc12 (configuration not stated) | 82
O=C(NCCCN1CCCC1=O)C1CCN(S(=O)(=O)N2CCOCC2)CC1 | 81
Cc1ccc2c(c1)N(CC(=O)NCc1cccs1)C(=O)CO2 | 86
Cc1nc2sc(C(c3cccc(F)c3)N3CCC(C)CC3)c(O)n2n1 (configuration not stated) | 108
CCN(CC)CCNC(=O)Cc1c(C(=O)O)n(C)c2ccccc12 | 77
O=C(COc1ccc(F)cc1)Nc1ccc(-n2cnnn2)cc1 | 97
Cc1c(NC(=O)C23CC4CC(CC(C)(C4)C2)C3)c(=O)n(-c2ccccc2)n1C | 129
COc1cc(NC(=O)CC(C)C)ccc1NC(=O)c1ccco1 | 92
Cc1cc2ccccc2n2c(SCC(=O)N3CCN(C(=O)c4ccco4)CC3)nnc12 | 112
CCOC(=O)C1CCN(C(=O)Cn2cc(C(=O)C3CC3)c3ccccc32)CC1 | 76
C=CCn1c(NCc2ccccc2)nc2ccccc21 | 93
COc1ccc(C2c3c(oc4ccc(Cl)cc4c3=O)C(=O)N2Cc2ccco2)cc1OC (configuration not stated) | 88
O=C(Cn1cc(C(=O)c2cccs2)c2ccccc21)NCC1CCCO1 (configuration not stated) | 103
COC(=O)C(C)Sc1nc2c(c(=O)n(C)c(=O)n2C)n1Cc1cccc(C)c1 (configuration not stated) | 96
O=C(CN1CCN(c2nc(-c3ccc(F)cc3)cs2)CC1)NCc1ccc2c(c1)OCO2 | 157
CC1CC(c2ccccc2)n2nc(N3C(=O)c4ccccc4C3=O)nc2N1 (configuration not stated) | 77
Cc1[nH]nc2c1C(c1ccc(-c3ccccc3C#N)o1)C(C#N)=C(N)O2 (configuration not stated) | 70
CCCC1C2C(=O)N(c3ccccc3OC)C(=O)C2ON1c1ccccc1 (configuration not stated) | 82
CCOc1ccc(C(=O)Nc2cccc(-c3nc4cccnc4o3)c2)cc1Cl | 71
CSc1nnc(-c2ccc(NC(=O)CCc3ccccc3)cc2)n1C | 88
O=C(CSc1ccccc1)NCc1cccnc1 | 108
COc1ccc(C2C(C(=O)N3CCN(c4ccccc4)CC3)c3ccccc3C(=O)N2C)cc1 (configuration not stated) | 99

Later entries
Structure | SKBR3 24h inh
N#Cc1c2n(c3c(-c4ccccc4)ncnc13)CCC2 | 90
COc1ccccc1Oc1coc2c(CN3CCN(C)CC3)c(O)ccc2c1=O | 86
Cc1ccccc1CS(=O)(=O)Cc1ccc(C(=O)NCc2ccco2)o1 | 60
OC(C#CCN1CCOCC1)(c1ccccc1)C1CC1 (configuration not stated) | 93
O=C(O)CCCNS(=O)(=O)c1ccc(F)cc1 | 91
Cc1cccc(NC(=O)C2CCCN(S(=O)(=O)c3cccc4nsnc34)C2)n1 (configuration not stated) | 64
CC(=O)N(C)c1ccc(OCC(O)COc2ccc(N(C)C(C)=O)cc2)cc1 | 80
O=C1CCc2cc(S(=O)(=O)N3CCN(c4cccc(C(F)(F)F)c4)CC3)ccc2N1 | 74
CN(c1cccc(NC(=O)CCSc2ccccc2)c1)S(C)(=O)=O | 94
Cc1ccc(N(CC(=O)NCc2ccco2)C(=O)CCC(=O)Nc2ccccn2)cc1C | 142
COc1ccc(-c2cc3ccc(OCc4nn[nH]n4)cc3oc2=O)cc1OC | 96
COc1ccc(CCC(=O)Nc2ccc(Br)cn2)cc1 | 99
Cc1ccc(-n2c(N)c(C(=O)N3CCN(C)CC3)sc2=S)cc1 | 92
COc1ccc(N2CCN(CCNC(=O)c3nnc(Cc4c(F)cccc4Cl)o3)CC2)cc1 | 75
CC1CCN(C(=O)Cn2c(=O)oc3ccccc32)CC1 | 101
CCOC(=O)N1CCN(c2c(-c3ccccc3)c3cc(Cl)ccc3[nH]c2=O)CC1 | 108
Cc1nnc(SCC2=C(C(=O)O)N3C(=O)[C@@H](NC(=O)Cn4cnnn4)[C@H]3SC2)s1 | 107
COc1cccc(CSc2nnc(-c3ccco3)n2C)c1 | 91
CCC(C)(C)n1nnnc1C(c1cc2cc(C)ccc2[nH]c1=O)N1CCCC1 (configuration not stated) | 86
CCOC(=O)C1=C(C)NC(=O)NC1c1ccc(F)cc1 (configuration not stated) | 106
Cc1c[n+]([O-])n(-c2ccc(C(=O)O)cc2)n1 | 88
CC(=O)c1ccc(NC(=O)c2ccc(S(=O)(=O)N3CCCC3)cc2)cc1 | 96
Cc1ccc(S(=O)(=O)CCSc2nc(C)cc(C)c2C#N)cc1 | 72
O=C(C1CCCCC1)N1CCN(c2ncccn2)CC1 | 95

Ordered by molecular weight (smallest number first): some entries from above.
Structure | SKBR3 24h inh
O=C(C1CCCCC1)N1CCN(c2ncccn2)CC1 | 95
CCOC(=O)C1=C(C)NC(=O)NC1c1ccc(F)cc1 (configuration not stated) | 106
CC(=O)c1ccc(NC(=O)c2ccc(S(=O)(=O)N3CCCC3)cc2)cc1 | 96
CCC(C)(C)n1nnnc1C(c1cc2cc(C)ccc2[nH]c1=O)N1CCCC1 (configuration not stated) | 86

The main list resumes, repeating the 3 entries before the break.
Structure | SKBR3 24h inh
CC(=O)c1ccc(NC(=O)c2ccc(S(=O)(=O)N3CCCC3)cc2)cc1 | 96
Cc1ccc(S(=O)(=O)CCSc2nc(C)cc(C)c2C#N)cc1 | 72
O=C(C1CCCCC1)N1CCN(c2ncccn2)CC1 | 95
CN(Cc1cc2ccccc2[nH]c1=O)S(=O)(=O)c1ccccc1 | 83
N#Cc1nc(-c2ccc(OCc3ccc(Cl)cc3)cc2)oc1NCc1cccnc1 | 102
CCCC(=O)Nc1nnc(CC(=O)OCC)s1 | 98
COC(=O)c1nc(NC(=O)C(C)(C)C)n[nH]1 | 100
CN=c1sc2ccccc2n1CC(O)COc1ccccc1 (configuration not stated) | 85
O=C(NCc1nc2ccccc2[nH]1)c1ccc(S(=O)(=O)N2CCOCC2)cc1 | 80
Cc1cc(C)n(C(=O)COc2c(C)cccc2C)n1 | 95
Cc1ccc(NC(=O)CSC2=C(C#N)C(c3ccco3)C3=C(CCCC3=O)N2)cc1 (configuration not stated) | 107

The closing six entries of the section before come first, to join the parts:
Structure | SKBR3 24h inh
CCCC(=O)Nc1nnc(CC(=O)OCC)s1 | 98
COC(=O)c1nc(NC(=O)C(C)(C)C)n[nH]1 | 100
CN=c1sc2ccccc2n1CC(O)COc1ccccc1 (configuration not stated) | 85
O=C(NCc1nc2ccccc2[nH]1)c1ccc(S(=O)(=O)N2CCOCC2)cc1 | 80
Cc1cc(C)n(C(=O)COc2c(C)cccc2C)n1 | 95
Cc1ccc(NC(=O)CSC2=C(C#N)C(c3ccco3)C3=C(CCCC3=O)N2)cc1 (configuration not stated) | 107
CN(Cc1nc(-c2ccncc2)no1)S(=O)(=O)c1ccc(Cl)cc1 | 84
O=C(O)c1ccc(CNc2ccccc2C(=O)O)cc1 | 83
CCOC(=O)CSc1ncnc2c1cnn2-c1ccc(Cl)cc1 | 83
O=c1cc(-c2ccc3c(c2)OCO3)oc2ccccc12 | 77
Cn1c(CCNC(=O)c2ccc(F)cc2)nc2ccccc21 | 105
COc1ccc(OC)c(C(=O)C2COC(=O)C2)c1 (configuration not stated) | 91
COCCn1cnc2c(c1=O)c1nc3ccccc3nc1n2/N=C/c1cccc(OC)c1OC | 72
COc1cccc(NC(=O)c2cccc(OC)c2OC)c1 | 95
Cc1cccc(OCCCCCNCCO)c1 | 109
Cc1c(NC(=O)c2cc(=O)[nH]c(=O)[nH]2)c(=O)n(-c2ccccc2)n1C | 130
Cc1ccc(-c2nnn(CC(=O)N(c3cccc(O)c3)C(C(=O)NC(C)(C)C)c3cccs3)n2)o1 (configuration not stated) | 69
CN(C)CC(C(=O)c1ccccc1)c1ccccc1 (configuration not stated) | 6.4*
O=C(NCCCN1CCOCC1)c1cc(-c2ccccc2)on1 | 75
COC(=O)c1cn(NC(=O)c2cccc(N(C)C)c2)c(=O)c2ccccc12 | 106
N#CC1=C2SCN(c3ccccc3)CN2C(=O)CC1c1cccs1 (configuration not stated) | 92
O=C(c1cc(-c2ccccc2)on1)N1CCCC1 | 87
CC1(CC(=O)O)C(=O)N=C2C=CC=CN21 (configuration not stated) | 85
CCC(O)CNc1nc(SC)nc2sc3c(c12)CCN(C)C3 (configuration not stated) | 82
O=C(CCN1CCOCC1)Nc1cccc(Br)c1 | 106
O=C(COc1ccc(Br)cc1CO)Nc1ccccc1F | 97
CCCCS/C(=C(/C#N)C(N)=O)c1cc2c([nH]1)CCCC2 | 124
CCSC1(SCC)N=C(N)C2(C#N)C(c3ccccc3)NC3=C(CCC3)C12C#N (configuration not stated) | 88
CC(C)CCn1c(SCc2ccc(Cl)cc2)nc2c1c(=O)[nH]c(=O)n2C | 80
COC(=O)CSc1nc2sc3c(c2c(=O)n1-c1ccccc1)CCN(C)C3 | 91
N#Cc1cn(-c2ccccc2)nc1-c1ccc2c(c1)OCCO2 | 80
CC1CCN(C(=O)CN2C(=O)C(C)(C)Oc3ccc(C(=O)NC4CCCC4)cc32)CC1 | 87
CCn1cc(CNC(=O)c2cc(Cl)ccc2OC)c(C)n1 | 82
CC(C(=O)NCc1cccnc1)N1C(=O)c2ccccc2C1=O (configuration not stated) | 96
COC(=O)C1=C(C)NC2=C(C(=O)CC(C)(C)C2)C1c1cccc(C)n1 (configuration not stated) | 102
C=CCn1c(SCC(=O)Nc2cccc(C(=O)OC)c2)nnc1C(C)NC(=O)c1cccs1 (configuration not stated) | 82
Cc1ccc(S(=O)(=O)N2CCC(C(=O)N3Cc4ccccc4C3)CC2)cc1 | 96
CCCc1nc2oc(C(=O)OCC)c(N)c2c2c1COC(C)(C)C2 | 90
O=C(NCCCn1ccnc1)c1cc(S(=O)(=O)N2CCOCC2)c(Cl)cc1Cl | 93
CCC(=O)N1CCc2cc(Br)cc(S(=O)(=O)NCC3CCCN3CC)c21 (configuration not stated) | 98
CCOc1ccc(N2CC(C(=O)Nc3ncccc3C)CC2=O)cc1 (configuration not stated) | 94
COc1ccc(-c2ccc(-c3nnc(-c4cc(OC)ccc4OC)o3)cc2)cc1 | 119
CC(C)N(C(=O)CSc1nnc(NC(=O)C2CCC2)s1)C(C)C | 42*
Cc1ccc(C(=O)Nc2nc3ccccc3n2CCN2CCCC2)cc1 | 75
CCC1(C)Cc2c(sc3c2c(=O)n(C)c2nnc(SCC(=O)c4ccc(Cl)cc4)n32)CO1 (configuration not stated) | 61
Cn1c(=O)[nH]c(=O)c2c1nc(N1CCN(Cc3ccccc3)CC1)n2CCCc1ccccc1 | 100
COc1ccc(C)cc1S(=O)(=O)Nc1ccc(F)c(Cl)c1 | 93
COc1cccc(-n2c(COc3ccc(C)cc3)nnc2SCC(=O)O)c1 | 92
O=C(O)c1cccc(C(=O)Nc2cccc(NC(=O)C3CCCO3)c2)c1 (configuration not stated) | 95
